# Source: PubChem BioAssay
# TCR CD3 inh: human TCR-CD3 binding inhibition; TAMRA-labeled TCR probe fluorescence, biochemical; 360,000 tested, 0.37% active; inhibition, % at 9.4 µM; AID 651800; in the data active means inhibition above about 19%;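 further: recombinant mutant TCR 2C K166C tagged with TAMRA read by polarization; 0% = receptor in buffer alone and 100% = receptor with positive control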
# DDE Tn6 FP inh: disrupts Tn6 cyclic peptide binding to fibrin D-Dimer-E complex. P02675. Fibrin DD(E) TRITC-Tn6 fluorescence polarization displacement. inhibition, % at 8.3 µM. 370,000 tested, 0.21% active. AID 720509;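 active means inhibition above a per-campaign cutoff: mean of compounds within control limits plus 3 SD, cut at about 15% in these data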;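 further: 0% = median of all compound wells on the plate and 100% = blocking peptide control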
# DDE Tn7 FP inh: inhibitors of Tn7 peptide binding to human fibrin DD(E) | inhibition, % at 8.3 µM | 370,000 tested, 0.13% active | AID 720508 | FP displacement of FITC-Tn7 peptide from fibrin DD(E); 0% = median of compound wells per plate | P02675;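 active means inhibition above the mean of compounds falling within the control limits plus 3 SD of them, cut at about 14% in these data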;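 further: 0% = plate median of compound wells and 100% = 10 µM Aha-Tn7 peptide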
#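 Assay system: Human fibrin DD(E) protein | Medium: Tris buffer with calcium and detergent, pH 7.8 | Reagent: 0.1 µM fluorescent Tn7 | Compound dosing: Single point at 8.3 µM | Times: 10 min preincubation, 3 h with tracer, room temperature | Detection: Fluorescence polarization of the labelled Tn7 tracer | Controls: Aha-Tn7 high control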
# SIAE primary: inhibitors of human sialic acid acetylesterase SIAE; Q9HAT2; SIAE FP-Rh probe binding, fluorescence polarization; inhibition, % at 9.66 µM; 370,000 tested, 0.69% active;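 active means inhibition above a cutoff: mean of compounds within the control limits plus 3 SD of those, cut at about 17% in these data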;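 further: 0% = plate median of compound wells and 100% = probe without SIAE protein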
# PRMT1 FP inh: blocks human protein arginine methyltransferase 1; Q99873; recombinant PRMT1, activity-based probe fluorescence polarization; inhibition, % at 2.79 µM; 370,000 tested, 1.3% active; AID 652257;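 active means inhibition above about 21% made by adding two undisclosed values, limit read from the data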
# MBD2 inh: inhibitors of human MBD2 binding to methylated oligonucleotide. Q9UBB5. TR-FRET. inhibition, % at 4.4 µM. 370,000 tested, 0.31% active. AID 686964; in the data active means inhibition above about 13%
# LEDGF integ inh: blocks HIV-1 LEDGF/p75-dependent DNA integration. TR-FRET IN-LEDGF/p75 DNA integration, Eu/Cy5. inhibition, % at 3.7 µM. 370,000 tested, 0.64% active;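 active means inhibition above the screen-wide mean plus 3 SD, cut at about 13% in these data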;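 further: signal is the Cy5 over europium emission ratio at 671 and 618 nm; 0% = plate median of compound wells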
# TDP2 inh: blocks human TDP2 phosphodiesterase activity | O95551 | inhibition, % at 12.8 µM | AID 720702 | 370,000 tested, 0.34% active | recombinant TDP2, T5PNP hydrolysis, p-nitrophenol absorbance 415 nm;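 active means inhibition above the mean of all tested compounds plus 3 SD, set per campaign, cut at about 25% in these data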;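 further: 0% = DMSO with enzyme and 100% = buffer with substrate but no TDP2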
#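 Incubation: 2 h at 37 °C; Test system: recombinant human TDP2; Quantity: enzyme 120 nM; Read-out basis: percent inhibition; Medium: 50 mM Tris-HCl pH 7.5 with Mg2+, KCl, DTT, BSA; Repeats: single replicate; Compound: 12.8 µM single point, 1% DMSO; Signal: epi absorbance; Reagent: 5 mM T5PNP chromogenic substrate; Benchmarks: no-enzyme high, DMSO-plus-enzyme low.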
# UHRF1 binding: blocks human UHRF1 binding to methylated DNA; 370,000 tested, 0.75% active; AID 687016; inhibition, % at 4.4 µM; UHRF1 binding to methylated oligo, TR-FRET; Q96T88; in the data active means inhibition above about 21%;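 further: UHRF1 SRA domain binding a hemimethylated CpG hairpin DNA probe; 0% = median of test compound wells and 100% = reference inhibitor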
# Target sequence (Q96T88 whole entry, looked up, the tested form may be a part): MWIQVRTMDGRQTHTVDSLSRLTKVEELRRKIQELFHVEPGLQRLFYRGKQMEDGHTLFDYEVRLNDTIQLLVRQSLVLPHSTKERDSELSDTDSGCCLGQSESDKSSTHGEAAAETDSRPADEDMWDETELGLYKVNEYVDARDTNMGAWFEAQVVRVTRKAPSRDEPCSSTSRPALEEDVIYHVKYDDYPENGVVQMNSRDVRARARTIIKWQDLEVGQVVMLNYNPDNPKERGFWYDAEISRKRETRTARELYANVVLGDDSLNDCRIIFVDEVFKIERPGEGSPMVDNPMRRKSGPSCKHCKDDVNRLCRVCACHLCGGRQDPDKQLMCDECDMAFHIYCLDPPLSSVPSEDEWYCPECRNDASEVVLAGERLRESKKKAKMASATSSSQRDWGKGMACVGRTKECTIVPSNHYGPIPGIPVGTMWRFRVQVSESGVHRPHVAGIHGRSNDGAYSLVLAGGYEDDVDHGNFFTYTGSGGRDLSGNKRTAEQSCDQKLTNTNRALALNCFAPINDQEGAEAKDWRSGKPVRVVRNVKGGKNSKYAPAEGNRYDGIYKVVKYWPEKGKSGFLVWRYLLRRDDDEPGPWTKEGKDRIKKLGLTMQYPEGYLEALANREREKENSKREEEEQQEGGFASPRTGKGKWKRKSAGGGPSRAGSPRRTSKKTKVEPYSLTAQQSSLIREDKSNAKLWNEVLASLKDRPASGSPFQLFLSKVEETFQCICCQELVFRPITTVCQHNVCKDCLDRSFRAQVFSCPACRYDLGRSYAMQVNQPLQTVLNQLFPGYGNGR
# proKLK7 act: activators of human kallikrein-7 zymogen | activation, % at 7 µM | 370,000 tested, 0.9% active | P49862 | purified proKLK7, EDANS-DABCYL substrate fluorescence; 100% is mature enzyme control, 0% vehicle;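 active means activation above the mean of all tested compounds plus 3 SD, computed per campaign excluding outliers beyond control limits, cut at about 13% in these data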
# Target sequence (P49862 whole entry, looked up): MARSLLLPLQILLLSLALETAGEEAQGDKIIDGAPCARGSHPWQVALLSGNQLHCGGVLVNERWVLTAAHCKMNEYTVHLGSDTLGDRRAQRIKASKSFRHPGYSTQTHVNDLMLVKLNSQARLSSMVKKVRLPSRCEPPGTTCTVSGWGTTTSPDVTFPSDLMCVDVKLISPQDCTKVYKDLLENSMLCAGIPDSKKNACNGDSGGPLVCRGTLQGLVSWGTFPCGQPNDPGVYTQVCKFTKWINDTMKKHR
# The depositor's hits bear a star; x = no result given. Rows are unselected. About 4.6% of those tested had a hit in this group.
SMILES,TCR CD3 inh,DDE Tn6 FP inh,DDE Tn7 FP inh,SIAE primary,PRMT1 FP inh,MBD2 inh,LEDGF integ inh,TDP2 inh,UHRF1 binding,proKLK7 act
CC(C)CNC(=O)C1(C)CCCN1C(=O)c1cc2ccccc2s1 (stereo unspecified),2,6,-5,-6,3,3,-3,1,0,0.6
CC1CCN(S(=O)(=O)N2CCN(C(=O)c3ccc4c(c3)OCO4)CC2)CC1,-1,3,3,11,-1,-6,2,-12,0,-0.2
CCCCC1(C)NC(=O)N(CC(=O)Nc2ccc(Cl)cc2C)C1=O (stereo unspecified),-6,-2,-3,-5,-4,-2,-1,-10,3,-0.4
CC1(C)CC(=O)C2=C(C1)N(Cc1ccc(F)cc1)C(=O)C2(NC(=O)c1cccnc1)C(F)(F)F (stereo unspecified),6,-1,-5,0,0,1,2,-9,0,-0.2
CC1CCN(C(=O)c2cc3nc(C4CC4)cc(C(F)(F)F)n3n2)CC1,10,-3,-4,-2,-4,-8,4,-7,-2,0.3
CC1C2CCC(C2)C1OC(=O)c1ccccc1C(=O)O (stereo unspecified),2,-4,-4,-6,-3,1,3,-11,0,0.3
O=C(c1cc([N+](=O)[O-])cc([N+](=O)[O-])c1)N(c1ccccn1)c1ccccn1,1,4,5,2,-2,-6,-3,-1,-4,0.1
COc1ccc(-c2ccc(CN3C(C(C)C)C(=O)N(Cc4cn(CC5CCCCC5)nn4)CCS3(=O)=O)cc2)cc1OC (stereo unspecified),-5,-14,-4,-3,-2,1,3,-2,1,1.0
O=C(NCc1ccco1)C1CC(O)CN1C(=O)Nc1ccccc1 (stereo unspecified),-3,3,-8,-5,5,6,-3,-2,3,0.0
CC(=O)c1ccc(CCCc2ccc(C(C)=O)cc2)cc1,6,-4,-1,-4,-1,2,1,2,-1,0.2
CC(C)Cc1ccc(C#N)c(SCC(N)=O)n1,0,-2,11,-3,-1,-2,3,-13,17,1.3
COCCOC(=O)c1c(NC(=O)CNC2CCCc3ccccc32)sc(C(N)=O)c1C (stereo unspecified),-4,6,-3,0,-5,4,3,10,-2,0.2
COC(=O)C1CCN(c2nc3ccccc3nc2C(C#N)C(=O)OCC(C)C)CC1 (stereo unspecified),-3,-7,-8,7,-1,-9,1,1,-2,0.8
N=c1ccn(Cc2ccc(Cl)cc2)cc1,1,4,-1,-4,1,1,1,5,-1,-0.3
CCOC(=O)[C@H]1[C@H]2COc3ccccc3[C@@H]2N2C(=O)CN(Cc3ccccc3)C(=O)[C@@]12C,7,2,-2,-2,1,-3,-6,-4,-2,-0.5
O=C(/C=C/c1cccs1)Nc1ccc(Br)cn1,1,1,3,-5,4,2,-4,-6,2,0.4
COc1ccccc1CNS(=O)(=O)c1ccc2c(c1)CC(C)N2C(=O)C1CCC1 (stereo unspecified),0,0,9,-7,-1,-2,0,12,0,-0.3
C=CCOc1ccnc(-c2ccccc2)n1,0,-1,-5,2,-2,2,-1,-15,2,1.3
COc1ccc(S(=O)(=O)Nc2ccc3cn[nH]c3c2)cc1C,5,-12,3,-1,-1,-4,-6,0,-1,-1.0
COc1ccc(/C=C/C(=O)C2(O)CCCCC2)cc1,-7,2,3,-6,4,3,-4,1,0,-0.1
CCCC1CCC2(CCCN2CCOC(=O)Nc2ccccc2OC)CC1 (stereo unspecified),x,0,-7,0,-4,1,4,-1,-1,x
COC(=O)N/N=C/c1cn(CCOc2ccccc2)c2ccccc12,-1,0,-7,3,-2,-1,5,-15,0,0.3
Cc1cc(C)nc(N/N=C/c2cc3c(cc2[N+](=O)[O-])OCO3)n1,0,2,5,2,3,2,-1,-2,0,0.1
COc1ccc(C2CC(c3cccs3)=NN2C(=O)CSC2=NCCS2)cc1 (stereo unspecified),2,-2,7,5,0,-7,1,-15,-6,0.9
COc1ccc(-c2ccc(C(=O)Nc3ccc4c(c3)OCO4)c3occc23)c(C)c1,-2,1,1,-6,2,0,-1,-1,2,-62
CC1(C)C(c2ccccc2)=NC(c2ccc(Br)cc2)N1O (stereo unspecified),3,-9,-3,-8,13,7,-4,-6,0,-1.0
CCS(=O)(=O)c1ccc(-c2csc(-c3ccccc3)n2)c(Cl)c1Cl,-2,-2,-5,-4,2,5,3,-3,0,0.6
N#Cc1c(C(F)(F)F)cc(-c2cccs2)nc1SCC(=O)O,5,-1,7,0,1,0,1,-5,-5,0.7
O=C(Nc1nnc(C2=COCCO2)o1)c1ccc(Cc2ccccc2)cc1,-2,1,-2,5,0,2,6,-4,-2,0.3
O=C(O)c1[nH]c2ccccc2c1C(c1cc(Br)ccc1O)c1c(C(=O)O)[nH]c2ccccc12,9,3,10,4,2,-2,9,-5,-1,-0.1
COc1ccc2c(c1)[N+](C)(C)C(C)(C)C=C2C,-5,2,-3,4,-5,-3,5,3,3,2.8
Cn1c(=O)n(C)c2cc(NC(=O)CSc3nnc(-c4ccccc4O)n3-c3ccccc3)ccc21,7,2,1,9,-3,-1,2,-5,0,0.6
CN(C)c1ccc(CC(=O)N2CCCC(c3cc(C(=O)Nc4ccccc4)no3)C2)cc1 (stereo unspecified),9,6,-3,8,1,-5,-7,-9,-3,-0.2
Cc1nn(-c2ccccc2)c2c1C(O)n1c(nc3ccccc31)S2 (stereo unspecified),-7,8,-3,-13,1,0,-2,2,1,0.2
Cc1ccc2nc3n(c(=O)c2c1)-c1ccccc1C(=O)NC3CC(C)C (stereo unspecified),-6,5,-6,-4,0,1,-2,-3,5,0.3
O=C(Cc1ccccc1[N+](=O)[O-])NCCC1=CCCCC1,9,5,-7,3,0,-5,-2,10,2,0.0
COc1ccc(-c2[nH]ncc2CN2CCC(OCc3ccccn3)CC2)c(F)c1,2,-2,-3,-4,-3,3,2,-8,-1,0.6
Cc1[nH]nc(SCC(=O)NCc2ccc(F)cc2)c1[N+](=O)[O-],5,2,-3,7,-4,1,3,2,-4,0.5
CCCCn1c(Cc2ccccc2)nnc1SCC(=O)Nc1cc(C)on1,7,8,1,1,2,5,-2,2,-1,-0.1
CC1C(C#N)=C(SCC(N)=O)NC2=C1C(=O)CC(C)(C)C2 (stereo unspecified),4,-1,-4,0,1,-3,4,5,3,0.1
CCNC(=O)/C(C#N)=C/c1c(N2CCN(c3ccc(OC)cc3)CC2)nc2c(C)cccn2c1=O,2,-8,5,-1,3,-4,-2,0,-5,1.4
COc1ccccc1NC(=O)CCC(=O)OCc1ccc(Br)cc1,4,8,4,-1,-8,-5,4,-11,0,0.1
Cc1ccc2c(c1)N(CC(=O)OCC(=O)NCc1ccccc1)C(=O)CO2,8,0,-3,-8,1,4,-3,0,-1,-0.7
O=C(CN1C(=O)c2ccccc2C1=O)N(CCO)Cc1ccccc1,-7,-3,0,-2,5,0,-8,-2,1,-0.2
Cc1nn(C)cc1CNC(=O)C1CCC(=O)N(CC2CCCCC2)C1 (stereo unspecified),7,-1,-8,0,0,-5,-2,6,1,-0.6
Cc1ccc(NC(=O)NNC(=O)c2cc3ccccc3cc2O)c(C)c1,14,-4,-6,22*,-1,-6,2,9,0,-2.4
O=C(NCc1ccc(Cl)c(Cl)c1)c1cc(C2CCCCN2C(=O)CCc2ccccc2)on1 (stereo unspecified),2,-7,-3,-10,-2,-1,1,-6,1,0.8
CCOc1ccc(C(=O)N2CCN(C(=O)c3ccco3)CC2)cc1OCC,3,7,7,-3,-1,5,2,-5,0,-0.4
COc1ccc(CSc2nncn2C)cc1F,0,3,3,-5,-4,-2,2,-2,-2,-0.1
CC(=O)c1cn(CC(=O)Nc2ccc(C)cc2C)c2ccccc12,8,-5,1,-2,2,2,2,2,-2,-0.3
CC(C)C[C@H]1CN([C@@H](CC(C)C)CN2CCC[C@H]2CN2C(=O)C(=O)NC[C@@H]2Cc2ccc(O)cc2)C(=O)C(=O)N1CC1CCCCCC1,-5,6,4,11,-2,1,4,7,4,-0.6
CCc1ccc2nc(N(CCCN(C)C)C(=O)c3ccc(S(=O)(=O)N4CCCc5ccccc54)cc3)sc2c1,2,3,-2,16,9,-3,1,8,0,-0.8

# 12 structures out of the list, sorted by molar mass, smallest number first.
SMILES,TCR CD3 inh,DDE Tn6 FP inh,DDE Tn7 FP inh,SIAE primary,PRMT1 FP inh,MBD2 inh,LEDGF integ inh,TDP2 inh,UHRF1 binding,proKLK7 act
CC(=O)c1cn(CC(=O)Nc2ccc(C)cc2C)c2ccccc12,8,-5,1,-2,2,2,2,2,-2,-0.3
Cc1[nH]nc(SCC(=O)NCc2ccc(F)cc2)c1[N+](=O)[O-],5,2,-3,7,-4,1,3,2,-4,0.5
O=C(CN1C(=O)c2ccccc2C1=O)N(CCO)Cc1ccccc1,-7,-3,0,-2,5,0,-8,-2,1,-0.2
Cc1nn(C)cc1CNC(=O)C1CCC(=O)N(CC2CCCCC2)C1 (stereo unspecified),7,-1,-8,0,0,-5,-2,6,1,-0.6
Cc1ccc(NC(=O)NNC(=O)c2cc3ccccc3cc2O)c(C)c1,14,-4,-6,22*,-1,-6,2,9,0,-2.4
Cc1ccc2c(c1)N(CC(=O)OCC(=O)NCc1ccccc1)C(=O)CO2,8,0,-3,-8,1,4,-3,0,-1,-0.7
CCOc1ccc(C(=O)N2CCN(C(=O)c3ccco3)CC2)cc1OCC,3,7,7,-3,-1,5,2,-5,0,-0.4
CCCCn1c(Cc2ccccc2)nnc1SCC(=O)Nc1cc(C)on1,7,8,1,1,2,5,-2,2,-1,-0.1
CCNC(=O)/C(C#N)=C/c1c(N2CCN(c3ccc(OC)cc3)CC2)nc2c(C)cccn2c1=O,2,-8,5,-1,3,-4,-2,0,-5,1.4
O=C(NCc1ccc(Cl)c(Cl)c1)c1cc(C2CCCCN2C(=O)CCc2ccccc2)on1 (stereo unspecified),2,-7,-3,-10,-2,-1,1,-6,1,0.8
CCc1ccc2nc(N(CCCN(C)C)C(=O)c3ccc(S(=O)(=O)N4CCCc5ccccc54)cc3)sc2c1,2,3,-2,16,9,-3,1,8,0,-0.8
CC(C)C[C@H]1CN([C@@H](CC(C)C)CN2CCC[C@H]2CN2C(=O)C(=O)NC[C@@H]2Cc2ccc(O)cc2)C(=O)C(=O)N1CC1CCCCCC1,-5,6,4,11,-2,1,4,7,4,-0.6
